# RGS4 inh: Inhibitors of Regulator of G Protein Signaling (RGS) 4: qHTS | Regulator of G-protein signaling 4 (Homo sapiens), P49798 | Transcreener GDP fluorescence polarization, RGS4-accelerated GTP hydrolysis | Potency, µM (series often up to 114 µM), without a hit: top-dose activity change, negative = inhibition, most hits filed as inhibitors | actives 0.039% (n = 390,000) | AID 504845, 2011; further: potency means the concentration at half of the fitted maximal effect; on the % scale 0 is the no-effect control and ±100 the full control effect; nearly all actives have a fitted effect of over 75% in size; some results filed as inactive show a strong effect at the top dose
# Target sequence (P49798 whole entry, looked up): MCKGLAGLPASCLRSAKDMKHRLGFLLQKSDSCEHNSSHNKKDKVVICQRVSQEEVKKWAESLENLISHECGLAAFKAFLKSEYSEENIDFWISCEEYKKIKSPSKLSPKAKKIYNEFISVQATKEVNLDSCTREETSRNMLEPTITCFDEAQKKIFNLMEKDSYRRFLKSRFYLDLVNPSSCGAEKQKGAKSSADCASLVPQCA
#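 MLSMR compounds (23 nl, pin-transferred) preincubated 10 min at room temperature with a 500nM (2x) first reagent, then RGS4 at 900nM (2x) plus Transcreener GDP mix added; fluorescence polarization (620/688 nm) read before and after 90 min at 30 °C.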
# D2 agonist: HTS Assay for Allosteric Agonists of the Human D2 Dopamine Receptor: Primary Screen for Agonists | D(2) dopamine receptor (Homo sapiens), P14416 | HEK293 T-REx D2 cells, calcium flux agonist mode | activation, % at 2 µM | actives 0.53% (n = 340,000) | AID 485358, 2010;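 active means activation over 3 SD above normal in the single-dose calcium agonist read, cut at about 30% in these data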; further: 0% is about no effect
#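 In this primary screen, compounds producing a positive calcium signal within 180 s of addition to tetracycline-induced, force-coupled HEK293 Trex D2 cells are flagged; cells are dye-loaded with a no-wash calcium kit beforehand.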
# Vif-APOBEC3G blk: qHTS for Inhibitors of Vif-A3G Interactions: qHTS. DNA dC->dU-editing enzyme APOBEC-3G (Homo sapiens), Q9HC16. HeLa A3G-eYFP + Vif (tagged APOBEC3G with the HIV-1 protein that degrades it), YFP fluorescence, overnight. Potency, µM (doses to about 46.1 µM), without a hit: at the highest dose activity, negative = active, actives largely listed as inhibitors. actives 0.076% (n = 410,000). AID 602310, 2012;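 further: potency means the concentration at half of the fitted maximal effect; on the % scale 0 is the no-effect control and ±100 the full control effect; nearly all actives have a fitted effect of over 60% in size; hits raise eYFP signal because A3G escapes Vif-driven loss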
# Target sequence (Q9HC16 whole entry, looked up): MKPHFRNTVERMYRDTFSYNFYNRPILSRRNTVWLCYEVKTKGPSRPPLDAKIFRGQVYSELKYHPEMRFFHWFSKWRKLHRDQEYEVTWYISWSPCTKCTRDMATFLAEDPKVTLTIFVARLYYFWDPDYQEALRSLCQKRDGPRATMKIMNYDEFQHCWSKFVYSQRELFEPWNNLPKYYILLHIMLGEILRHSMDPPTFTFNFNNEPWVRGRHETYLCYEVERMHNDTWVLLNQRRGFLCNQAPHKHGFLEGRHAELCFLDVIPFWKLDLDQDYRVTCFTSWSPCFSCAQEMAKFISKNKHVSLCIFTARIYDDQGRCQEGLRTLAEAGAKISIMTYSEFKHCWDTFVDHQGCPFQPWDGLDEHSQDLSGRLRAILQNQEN
#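 HeLa cells stably expressing Vif and C-terminally eYFP-tagged A3G, seeded overnight at 37 deg C, then exposed to compound by pintool overnight at 37 deg C. Rise in yellow fluorescence (Ex 488/Em 500-530, Acumen) marks blocked Vif-driven A3G degradation.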
# Vif-A3F inh: qHTS for Inhibitors of Vif-A3F Interactions: qHTS; HeLa A3F-eYFP + Vif (tagged APOBEC3F with the HIV-1 protein that degrades it), YFP fluorescence increase; Potency, µM (top dose mostly 46.1 µM), for inactives: at the top dose activity, negative = active; actives 0.2% (n = 390,000); further: potency means the concentration at half of the fitted maximal effect; % of control where 0% means no effect; nearly all actives have a fitted effect of over 65% in size
#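 Fluorescence increase (Ex 488/Em 500-530) after overnight compound treatment at 37 deg C flags inhibition of Vif-driven A3F-eYFP loss in stable HeLa A3F-eYFP/Vif cells seeded overnight beforehand.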
# Glioma ERSR ind: qHTS for Inducers of the Endoplasmic Reticulum Stress Response (ERSR) in Human Glioma: qHTS | Potency, µM, inactives show at the highest dose activation, most hits filed as activators | U87-MG GRP78 promoter luciferase reporter, 16 h | actives 0.02% (n = 420,000); further: potency means the concentration at half of the fitted maximal effect; series mostly up to about 76 µM; % of control where 0% means no effect; nearly all actives have a fitted effect of over 35% in size
#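 Stably transfected U87-MG human glioma cells carrying a GRP78-based luminescent sensor were seeded at 1000 cells/well, pin-dosed with compounds and incubated 16 h. Luciferase reagent was then added, and end-point luminescence was read after 10 min at room temperature.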
# ERG-DNA inh: qHTS for Small Molecule Inhibitors of the ERG Ets/DNA interaction. Transcriptional regulator ERG (Homo sapiens), P11308. fluorescence polarization, His-ERG Ets domain / labelled DNA. actives 0.028% (n = 370,000). Potency, µM (highest dose often 76.9 µM), for the others: top-dose FP activity, negative = inhibition, usual class: inhibitors; active means well fitted inhibition curve with a large enough effect in the polarisation, with a control signal flat; inconclusive means small, poorly fitted or top-dose-only effect, or effect the other way, or a change in a side signal; inactive means no such curve, though single readings can be large or run the other way; the % refers to the polarisation;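 further: polarization taken with two DNA probes labelled with fluorescein and Texas red; potency means the concentration at half of the fitted maximal effect; % of control where 0% means no effect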
# Target sequence (P11308 whole entry, looked up, the tested form may be a part): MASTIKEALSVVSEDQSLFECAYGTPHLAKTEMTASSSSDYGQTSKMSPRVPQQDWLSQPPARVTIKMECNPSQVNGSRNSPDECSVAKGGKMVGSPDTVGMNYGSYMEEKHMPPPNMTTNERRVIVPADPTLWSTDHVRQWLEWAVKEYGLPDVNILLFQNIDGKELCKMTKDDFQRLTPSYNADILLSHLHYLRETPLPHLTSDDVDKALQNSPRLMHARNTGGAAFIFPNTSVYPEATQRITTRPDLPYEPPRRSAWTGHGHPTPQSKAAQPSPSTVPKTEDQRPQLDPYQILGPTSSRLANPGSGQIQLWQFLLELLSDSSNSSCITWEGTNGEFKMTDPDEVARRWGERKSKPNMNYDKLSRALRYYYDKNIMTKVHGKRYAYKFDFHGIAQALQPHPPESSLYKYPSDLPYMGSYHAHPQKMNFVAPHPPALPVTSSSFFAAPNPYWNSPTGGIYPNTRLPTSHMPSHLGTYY
#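 His-tagged ERG Ets domain (1 uM in the protein solution; 300mM KCl, 50mM Tris-HCl, 1mM EDTA, 1mM DTT, pH 7.5) received compound, then a probe mix of 5 nM fluorescein-DNA and 100nM Texas-615-DNA. Fluorescence polarization was read for both dyes.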
# LDHA block: qHTS assay for inhibitors of human lactate dehydrogenase; AID 1347041, 2019; purified LDHA, NADH/diaphorase-resazurin fluorescence; stronger effect = lower value; actives 0.15% (n = 480,000); activity change, % (values are at about 110 or 230 µM); in the data active means activity change below about -30%; inconclusive means mostly about -25% to -30%;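 further: plate controls were DMSO wells for no effect and wells without enzyme for full effect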
#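 Resorufin fluorescence (ex540/em590), read at 0 and 20 min after diaphorase/resazurin addition, reports the NADH left after a 5 min room-temperature reaction of 2 nM human LDH5 with 0.06 mM NADH and 0.2 mM pyruvate.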
# ALOX12 inh: Primary qHTS assay for inhibitors of human arachidonate 12S-lipoxygenase (ALOX12): Round 2 | Polyunsaturated fatty acid lipoxygenase ALOX12 (Homo sapiens), P18054 | Potency, µM (titrated, usually from 108 µM), without a hit: top-dose activity change, negative = inhibition, actives largely listed as inhibitors | actives 1.1% (n = 580,000) | purified 12hLO, xylenol orange hydroperoxide absorbance; further: potency means the concentration at half of the fitted maximal effect; on the % scale 0 is the no-effect control and ±100 the full control effect
#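 Purified human 12hLO (150 nM final) in 25 mM Hepes, 0.01% Triton X-100, pH 7.0 was preincubated 15 min at room temperature with compound. Then 40 uM arachidonic acid was added, 30 min. Hydroperoxide was read by Fe-XO absorbance ratio 573/405 nm.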
# D2 antagonist: HTS Assay for Allosteric Antagonists of the Human D2 Dopamine Receptor: Primary Screen for Antagonists | D(2) dopamine receptor (Homo sapiens), P14416 | HEK293 TREx D2 cells, calcium flux, dopamine EC80 | inhibition, % at 10 µM | actives 2% (n = 340,000) | AID 485344, 2010; in the data active means inhibition above about 30%; further: 0% is about no effect
#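 Tetracycline-induced HEK293 T-REx cells expressing D2 force-coupled to calcium signalling were dye-loaded, exposed to compound for 180 s, then challenged with an EC80 of dopamine; calcium flux was followed kinetically for a further 180 s.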
# Active calls of the source: *; ? = inconclusive; . = not tested or not shown; [ ] = another dose, or the depositor's remark. Unless noted, the call rests on the fitted dose curve; in most records, active means well fitted curve in the direction sought with a large enough effect; inconclusive means small, poorly fitted or top-dose-only effect, or another doubt; inactive means no such curve, though single readings can be large; an effect the other way counts as inactive or inconclusive. Some of the compounds tested. The share of hits here may be higher or lower than overall.
# Results follow in this order: Vif-APOBEC3G blk	D2 agonist	RGS4 inh	LDHA block	ERG-DNA inh	Glioma ERSR ind	D2 antagonist	Vif-A3F inh	ALOX12 inh
- CC(C)(C)C1CCc2nc(NC(=O)Cc3cn4ccsc4n3)sc2C1 (stereo not drawn)
    0%	-0.4	-17%	0	-2%	-2%	-14	0%	0%
- Cc1nc2sc(C(=O)O)c(N)c2c2c1COC(C)(C)C2
    1%	.	?	11	2%	-3%	.	-7%	?
- Cc1ccc(S(=O)(=O)NC(=O)C2(C)CCN2C(=O)Cc2cc(F)ccc2F)nc1 (stereo not drawn)
    2%	.	.	4	.	-1%	.	.	4%
- CCOc1ccc(CCNC(=O)c2ccc3c(c2)c(C)c(C)n3Cc2ccccc2)cc1OCC
    1%	-0.3	-6%	0	1%	-1%	.	-7%	-10%
- CC1Cc2ccccc2N1C(=O)COC(=O)c1ccc(Cl)c(S(=O)(=O)N2CCOCC2)c1 (stereo not drawn)
    -6%	0.3	2%	2	11%	2%	-32	-8%	-12%
- Cc1c(C)c(C)c(CO/N=C/c2cccs2)c(C)c1C
    -1%	1.1	0%	-9	0%	-5%	19	9%	0%
- CCOC(=O)c1cc2sccc2n1Cc1ccc(C#N)cc1
    3%	2.0	-26%	7	.	0%	31*	-1%	-9%
- COc1ccc(NC(=O)c2ccncc2)cc1S(=O)(=O)N1CCCCC1
    2%	.	.	1	.	-3%	.	3%	?
- O=C(NCCN1CCOCC1)Nc1ccc(Cl)cc1Cl
    2%	-1.6	-28%	-13	-2%	-1%	1	-2%	-5%
- CC(C)CC(=O)Nc1c2c(nn1-c1ccc(F)cc1)CS(=O)C2 (stereo not drawn)
    -5%	-0.3	-5%	0	7%	-1%	-1	6%	-17%
- CCN(CC)c1ccc(Nc2cc3n(c(=O)n2)CCc2cc(OC)c(OC)cc2-3)cc1
    -20%	2.0	-4%[56.9 µM]	-2	-1%	-3%	-8	6%	?
- COc1ccc(NC(=O)c2ccco2)cc1S(=O)(=O)N1CCCCC1
    -1%	0.2	15%	-4	-4%	-2%	-17	-7%	0%
- O=C(CSc1nc(=O)n(CCN2CCOCC2)c2c1CCCC2)Nc1ccc(F)cc1F
    1%	-0.2	-30%	-5	-5%	-5%	2	-4%	-2%
- O=C(O)c1c(Cl)c(Cl)c(Cl)c(Cl)c1C(=O)N1CCCCCC1
    -2%	0.6	-6%	-8	3%	-1%	-5	-26%	-3%
- Cc1cccc(N2CCN(C(=O)c3cccc(NC4=NC5CS(=O)(=O)CC5S4)c3)CC2)c1C (stereo not drawn)
    -2%	0.9	8%	2	20%	1%	-1	0%	30%
- O=C(Nc1ccc(C(=O)O)cc1)/C(=C\c1ccco1)NC(=O)c1ccco1
    2%	-0.7	2%	4	5%	2%	-6	3%	-24%
- O=S(=O)(Cc1ccc(Cl)cc1)Nc1ccc2c(c1)OCO2
    -5%	0.0	-27%	2	.	0%	10	-16%	1%[57.4 µM]
- CCN(CC)C(=O)[C@H]1CC(CC(=O)NCCc2ccccn2)C(=O)N2CCc3c([nH]c4ccc(OC)cc34)[C@]12C (stereo partly drawn)
    -1%	.	14%	0	10%	-1%	.	6%	?
- COc1ccc(/C(O)=C2\C(=O)C(=O)N(CCN3CCOCC3)C2c2ccccc2OC)cc1 (stereo not drawn)
    -5%	0.7	8%	2	9%	-1%	10	0%	1%
- COc1ccccc1OCCOc1ccc(/C=C2\C(=N)N3N=C(S(C)(=O)=O)SC3=NC2=O)cc1
    0%	.	?	-2	4%	-3%	.	7%	?
- Nc1ncnc2c1ncn2[C@@H]1O[C@H](C(=O)N2CCCN(Cc3cccs3)CC2)[C@@H](O)[C@H]1O
    -2%	.	.	-10	.	-3%	.	.	-4%
- O=C(Nc1ccccc1Cl)N1CCC(CN2CCCC2)CC1
    1%	0.7	4%	-8	-3%	2%	.	4%	-7%
- O=C(COC(=O)c1ccc(N2CCCC2=O)cc1)NCc1ccco1
    2%	0.5	-2%	-2	-2%	-4%	-3	-1%	27%
- CN1CCC(N(C)S(=O)(=O)c2ccc(NC(=O)COc3ccc([N+](=O)[O-])cc3)cc2)CC1
    -3%	1.5	8%	-17	4%	-3%	-6	4%	?
- COc1ccccc1N(CCC#N)C(=S)Nc1ccc(S(=O)(=O)N2CCOCC2)cc1
    0%	.	?	1	4%	-3%	.	3%	-25%
- Cc1[nH][nH]c(=O)c1C(c1ccc(O)c([N+](=O)[O-])c1)c1c(C)[nH][nH]c1=O
    -4%	0.4	12%	7	1%	1%	-4	-17%	-4%
- CCc1cccc(C)c1NC(=O)Cn1nnc(-c2nc(-c3ccccc3F)no2)c1N
    -4%	1.0	-18%	-4	5%	-2%	.	-4%	-8%
- CCCC(=O)Nc1cc2c(cc1C(=O)c1ccccc1)OCCO2
    -5%	0.1	11%	4	5%	0%	-3	6%	0%
- Cn1cc(/C=N/NC(=O)c2ccc(C#N)cc2F)c2ccccc21
    -2%	-0.5	-12%	2	2%	4%	1	-2%	0%
- CCCCc1ccc(NC(=S)Nc2cccnc2)cc1
    6%	-0.2	-49%	-8	10%	2%	6	0%	?
- COC(c1ccccc1)c1nnc(CCC(=O)NCc2ccc3ncccc3c2)o1 (stereo not drawn)
    3%	0.2	-26%	6	-1%	4%	-3	1%	-7%
- CN(C)c1ccc(CNc2nc(-c3ccco3)nn2S(C)(=O)=O)cc1
    5%	-1.2	-14%	3	-3%	2%	.	1%	-2%
- CC(C)CC(NC(=O)/C(=C/c1ccco1)NC(=O)c1ccc(Br)o1)C(=O)O (stereo not drawn)
    5%	1.0	1%	1	-4%	-2%	11	-10%	?
- Cc1ccc(S(=O)(=O)N[C@@H](Cc2ccccc2)C(=O)N2CCC(C(=O)N[C@H](C(=O)O)C(C)O)CC2)cc1 (stereo partly drawn)
    0%	0.1	38%	-7	9%	3%	-1	6%	2%
- OC(C#CCN1CCCC1)c1ccccc1 (stereo not drawn)
    -1%	0.3	6%	-3	.	-4%	-8	-1%	-16%[57.4 µM]
- CC(O)c1nc2ccccc2n1CCCCOc1ccccc1 (stereo not drawn)
    3%	-0.1	-15%	-6	-6%	-3%	1	2%	-9%
- CC(=O)OC1CC[C@@]2(C)C(CCC3C2CC(=O)[C@@]2(C)C3CC3CC(C)=CC(=O)C32)C1 (stereo partly drawn)
    3%	-0.9	-15%	0	-2%	-4%	-12	-2%	6%
- COc1cccc(NC(=O)CCCn2c(=O)[nH]c3ccccc3c2=O)c1
    -5%	-0.1	-1%	-7	-4%	-3%	4	-7%	10%
- COc1ccc(CC(=O)N/N=C/c2sccc2C)cc1
    -2%	1.0	17%	-8	1%	8%	5	3%	3%
- Fc1cccc(CNC2CCN(CCc3ccccc3)CC2)c1
    -8%	0.9	13%	-6	-2%	-3%	11	0%	-8%
- CCOc1cc(C(=O)Nc2cc(C)on2)cc(OCC)c1OCC
    1%	-2.2	18%	-1	-5%	-1%	1	3%	0%
- N#CCSc1ccccc1NC(=O)CN1C(=O)C2CC=CCC2C1=O (stereo not drawn)
    ?	4.0	-6%	-1	-5%	-1%	-19	?	-24%
- CN(C)S(=O)(=O)c1ccc(N2CCCC2)c(C(=O)Nc2ccc(F)cc2F)c1
    1%	-0.8	-4%	-8	-7%	-2%	0	-8%	?
- Cc1ccc(N(CCC#N)C(=O)CSc2nnc3ccccn23)cc1
    -6%	0.4	-8%	-6	-10%	-6%	-17	-19%	358%[activator]
- O=C(Nc1ccccc1)Nc1ccc(C(F)(F)F)cn1
    0%	1.1	-10%	-2	-13%	2%	-16	-2%	115%[activator]
- Cc1ccc(S(=O)(=O)N2CCOCC2)cc1NC(=O)COC(=O)c1cc(=O)[nH]c2ccccc12
    3%	1.7	-6%	-1	-5%	-4%	-1	-3%	-10%
- Cc1ccc(C)c(S(=O)(=O)NCCc2csc(-c3ccc(Cl)cc3)n2)c1
    -3%	1.5	-14%	4	-3%	0%	.	-21%	?
- COc1ccc(C2c3c(oc4ccc(F)cc4c3=O)C(=O)N2Cc2ccc3c(c2)OCO3)cc1 (stereo not drawn)
    4%	0.7	34%	-2	-7%	-1%	.	3%	-1%
- NC(=O)c1cc(N2C(=O)C3CC=CCC3C2=O)ccc1N1CCCCC1 (stereo not drawn)
    2%	-0.3	15%	-5	-6%	3%	-1	-3%	2%

# Screens (PubChem BioAssay)
